Bioassay records as filed in PubChem BioAssay.
p53 reactivator: mutant p53 re-activation in reporter cells; H1299 p53-A138V BP100-luciferase reporter, luminescence, 24 h; Potency, µM (doses to about 92.2 µM), inactives show at the top dose activity change, positive = activation, usual class: activators; 320,000 tested, 0.063% active; also: potency is read from the fitted curve at half-maximal effect; % of control where 0% means no effect; nearly all actives have a fitted effect of over 45% in size
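p53-null H1299 cells stably carrying temperature-sensitive p53-A138V and a BP100-luciferase reporter were pinned with compounds (4-point, 1:5 series) and held 24 hrs at 37 deg C. Luminescence was read 10 min after detection reagent.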
ELG1 genotoxic: induces genotoxicity in HEK293T cells with luciferase-tagged ELG1; HEK293T ELG1-luciferase reporter, luminescence, 16 h; Potency, µM (titrated, usually from 46 µM), without a hit: top-dose activity change, positive = activation, most hits filed as activators; 330,000 tested, 1.3% active; AID 504466; also: potency is read from the fitted curve at half-maximal effect; % of control where 0% means no effect; nearly all actives have a fitted effect of over 60% in size
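16 hr compound incubation (37 °C, 5% CO2) of HEK293T cells carrying luciferase-tagged ELG1; luciferase then measured by ONE-Glo luminescence after 30 min at RT.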
BRCA1 expr act: activators of BRCA1 expression | MCF7-BRCA1-FFLuc reporter, luminescence, 48 h; response scale: scaled: vehicle 0%, 10 µM genistein 100% | Potency, µM (series often up to 46.1 µM), without a hit: at the highest dose activation, actives largely listed as activators | 380,000 tested, 1.1% active | AID 624202; also: potency is read from the fitted curve at half-maximal effect; nearly all actives have a fitted effect of over 80% in size; some results filed as inactive show a strong effect at the top dose
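48 h compound treatment of MCF7-BRCA1-FFLuc cells (phenol-red free MEM, 37 °C), then 15 min with luciferase substrate and luminescence imaging.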
Giardia killer: Giardia lamblia killing | activity change, % at 7.66 µM, hits read low | Giardia lamblia trophozoite viability | AID 540267 | 340,000 tested, 0.15% active; in the data active = activity change below about -80%; inconclusive = between about -30% and that limit;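 also: parasites exposed to compound for two days anaerobically before the ATP read; % is scaled to controls: 0 for no effect and ±100 for the full control effect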
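Anaerobic 48 hrs incubation at 37 deg C of 100 trophozoites/well with test compounds; ATPLite 1-Step luminescence, 15-30 min RT, reports cellular ATP as viability.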
The depositor's hits bear a star; ? = inconclusive; [ ] = remark or other dose. Unless noted, calls follow the shape of the dose curve; as a rule, active = well fitted activation curve with a large enough effect; inconclusive = small, poorly fitted or top-dose-only effect; inactive = no such curve, though single readings can be large or run the other way. Not all compounds are listed (hit frequency here may not be typical).

smiles | p53 reactivator | ELG1 genotoxic | BRCA1 expr act | Giardia killer
Cc1noc(C)c1S(=O)(=O)Nc1ccc2c(c1)C(=O)N([C@H](C)CO)C[C@H](C)[C@@H](CN(C)C(=O)Nc1ccc(C(F)(F)F)cc1)O2 | -10% | 3% | 9% | -16
CCOc1ccc(C(=O)N[C@H](C(=O)Nc2ccc(S(=O)(=O)Nc3nccs3)cc2)C(C)C)cc1 | 0% | 7% | -15% | 0
CCC(CO)Oc1cc(NCc2ccc(Cl)cc2)c2ncn(C(C)C)c2c1 (centres undefined) | 0% | 1% | 0% | -1
CCC(=O)c1ccc(OCC(=O)Nc2ccc3c(c2)OCCO3)cc1 | ? | 14% | ? | 2
CCCCNC(=O)C(C)N(CCN(C)C)C(=O)CCCN1C(=O)NC(c2ccc([N+](=O)[O-])cc2)C(C(=O)OCc2ccccc2)=C1C (centres undefined) | 18% | 4% | -48% | -21
CN(C)S(=O)(=O)c1cccc(NC(=O)COC(=O)[C@H](Cc2ccccc2)NC(=O)c2ccco2)c1 | 5% | -1% | -5% | -10
O=C(C[C@@H]1C/C=C\C[C@@H](Cc2ccc(F)cc2)C(=O)OC[C@H]2CCCN2C1=O)N[C@H](CO)Cc1ccccc1 | 2% | -7% | -14% | 2
CN1CCN(c2ccc(S(=O)(=O)N3CCOCC3)cc2NC(=O)CSCc2ccccc2)CC1 | -7% | -2% | 7% | -18
O=C(CCc1ccc(S(=O)(=O)N2CCOCC2)cc1)Nc1ccc(F)cc1[N+](=O)[O-] | 10% | -2% | -8% | 25
CC1CN(C(=O)COC(=O)[C@@H](NC(=O)c2ccccc2Cl)C(C)C)CC(C)O1 (some centres undefined) | 4% | 1% | -13% | -23
CC1CCc2c(sc(NC(=O)c3cccn3C)c2C(N)=O)C1 (centres undefined) | ? | ? | 53% | -14
Cc1cc(CNC(=O)c2cccc3c2C(=O)c2ccc(-c4ccc(F)cc4OCc4ccccc4)cc2S3(=O)=O)c(C(F)(F)F)o1 | 8% | 0% | -8% | -6
C[C@@H]1CN([C@@H](C)CO)C(=O)c2cc(NS(C)(=O)=O)ccc2O[C@H]1CN(C)Cc1ccc(Oc2ccccc2)cc1 | -1% | 0% | 0% | 12
COC(=O)CCCN1C(=O)NC(c2ccc(-c3ccccc3)cc2)C(C(=O)OCc2ccccc2)=C1C (centres undefined) | -8% | 3% | 13% | ?
C[C@H](CO)N1C[C@H](C)[C@@H](CN(C)C(=O)Nc2ccc(C(F)(F)F)cc2)Oc2ccc(NC(=O)C3CC3)cc2C1=O | 7% | 1% | 14% | 5
Cc1ccccc1-c1nnc(SCC(=O)N(C)C2CCS(=O)(=O)C2)n1C (centres undefined) | -2% | 0% | -1% | -28
CC(=O)NC(CC(=O)NNC(=O)COc1c(C)cccc1C)c1ccccc1 (centres undefined) | 6% | -1% | -10% | 15
CC[C@]12c3[nH]c4cc(-c5ccco5)ccc4c3CCN1C(=O)[C@@H](CC(=O)NC(C)(C)C)C[C@@H]2C(=O)N1CCN(C(=O)c2ccco2)CC1 | -13% | 5% | 0% | 2
COc1ccc(C(CNC(=O)c2ccc(S(=O)(=O)N3CC(C)CC(C)C3)cc2)N(C)C)cc1 (centres undefined) | -12% | 4% | -97%[inhibitor] | 3
O=C(CC1SC(N2CCOCC2)=NC1=O)Nc1ccc(F)cc1 (centres undefined) | 3% | 1% | 3% | -3

Reformatted with values under each structure: seven of the compounds above.
Second line of a record – p53 reactivator	ELG1 genotoxic	BRCA1 expr act	Giardia killer
Cc1noc(C)c1S(=O)(=O)Nc1ccc2c(c1)C(=O)N([C@H](C)CO)C[C@H](C)[C@@H](CN(C)C(=O)Nc1ccc(C(F)(F)F)cc1)O2
 : -10%	3%	9%	-16
CCOc1ccc(C(=O)N[C@H](C(=O)Nc2ccc(S(=O)(=O)Nc3nccs3)cc2)C(C)C)cc1
 : 0%	7%	-15%	0
CCC(CO)Oc1cc(NCc2ccc(Cl)cc2)c2ncn(C(C)C)c2c1 (centres undefined)
 : 0%	1%	0%	-1
CCC(=O)c1ccc(OCC(=O)Nc2ccc3c(c2)OCCO3)cc1
 : ?	14%	?	2
CCCCNC(=O)C(C)N(CCN(C)C)C(=O)CCCN1C(=O)NC(c2ccc([N+](=O)[O-])cc2)C(C(=O)OCc2ccccc2)=C1C (centres undefined)
 : 18%	4%	-48%	-21
CN(C)S(=O)(=O)c1cccc(NC(=O)COC(=O)[C@H](Cc2ccccc2)NC(=O)c2ccco2)c1
 : 5%	-1%	-5%	-10
O=C(C[C@@H]1C/C=C\C[C@@H](Cc2ccc(F)cc2)C(=O)OC[C@H]2CCCN2C1=O)N[C@H](CO)Cc1ccccc1
 : 2%	-7%	-14%	2

Limited to Giardia killer and ELG1 genotoxic, for some of the entries so far:
SMILES	Giardia killer	ELG1 genotoxic
CCC(CO)Oc1cc(NCc2ccc(Cl)cc2)c2ncn(C(C)C)c2c1 (centres undefined)	-1	1%
CCC(=O)c1ccc(OCC(=O)Nc2ccc3c(c2)OCCO3)cc1	2	14%
CCCCNC(=O)C(C)N(CCN(C)C)C(=O)CCCN1C(=O)NC(c2ccc([N+](=O)[O-])cc2)C(C(=O)OCc2ccccc2)=C1C (centres undefined)	-21	4%
CN(C)S(=O)(=O)c1cccc(NC(=O)COC(=O)[C@H](Cc2ccccc2)NC(=O)c2ccco2)c1	-10	-1%
O=C(C[C@@H]1C/C=C\C[C@@H](Cc2ccc(F)cc2)C(=O)OC[C@H]2CCCN2C1=O)N[C@H](CO)Cc1ccccc1	2	-7%
CN1CCN(c2ccc(S(=O)(=O)N3CCOCC3)cc2NC(=O)CSCc2ccccc2)CC1	-18	-2%

Following part:
smiles | p53 reactivator | ELG1 genotoxic | BRCA1 expr act | Giardia killer
C=C1c2ccccc2O[C@H](C(=O)OCC)[C@H]1OC | 9% | 4% | 11% | 25
COc1ccc(S(=O)(=O)Nc2ccc3c(c2)C(=O)N([C@H](C)CO)C[C@H](C)[C@@H](CN(C)S(C)(=O)=O)O3)cc1 | 6% | 2% | 11% | 14
CN[C@H](C(=O)NC[C@H]1O[C@@H](n2cnc3c(N)ncnc32)[C@H](O)[C@@H]1O)[C@@H](C)OCc1ccccc1 | -4% | -2% | 4% | 13
CC(OC(=O)c1ccccn1)C(=O)Nc1nc(-c2ccc(F)c(F)c2)cs1 (centres undefined) | ? | ? | ? | -12
O=S(=O)(NCc1ccccc1)c1ccccc1NCCc1ccccc1 | ? | 0% | 0% | -15
O=S(=O)(/N=C(/c1ccccc1)N1CCOCC1)c1ccc(F)cc1F | 4% | 1% | 13% | -10
CCN(C(=O)CSc1nnnn1C)C1CCCCC1 | -2% | -1% | -1% | -7
CN(CC(=O)NCCN1CCOCC1)S(=O)(=O)c1ccc(Cl)cc1 | 24% | 3% | 41% | -19
O=C(NCCN1CCOCC1)c1cccc2c1C(=O)c1ccc(N3CCCC3)cc1S2(=O)=O | 0% | 2% | -8% | -7
O=C(COC(=O)c1cccc(F)c1)Nc1ccc(Cl)cn1 | 2% | 1% | 4% | 0
COc1ccc(CNC(=O)COC(=O)c2cc(C)nc3ccccc23)cc1 | -2% | -2% | -3% | 29
COc1ccc(C(=O)N[C@H](C(=O)NCCCn2nc(C)cc2C)C(C)C)cc1 | 3% | 0% | -18% | -4
CC1CCN(C(=O)CNC(=O)c2ccc(Br)o2)CC1 | 19% | ? | ? | 6
COc1cc(NC(=O)COC(=O)c2[nH]c(C)c(C(C)=O)c2C)cc(OC)c1 | -1% | -2% | -62% | -11
C[C@H](CO)N1C[C@H](C)[C@@H](CN(C)S(=O)(=O)c2ccc(F)cc2)Oc2ccc(NS(=O)(=O)c3ccccc3)cc2C1=O | -2% | -3% | -7% | -18
CC(C)(O)/C=C/C(=O)[C@](C)(O)C1[C@H](O)C[C@@]2(C)C3CC=C4C(C=C(O[C@@H]5O[C@H](CO)[C@@H](O)[C@H](O)[C@H]5O)C(=O)C4(C)C)[C@]3(C)C(=O)C[C@]12C (some centres undefined) | 4% | -1% | 15% | -7
CCOC(=O)C1=CN(Cc2cccc(F)c2)S(=O)(=O)NC1c1ccc2ccccc2c1 (centres undefined) | 10% | -1% | -12% | 13
C[C@H](CO)N1C[C@H](C)[C@@H](CN(C)S(=O)(=O)c2cccs2)Oc2c(NS(=O)(=O)c3cn(C)cn3)cccc2C1=O | -1% | 2% | 2% | -25
CC(C)c1ccc(C(=O)COC(=O)C(O)c2ccccc2)cc1 (centres undefined) | 10% | -2% | 5% | -14
CC(C)c1ccc(NC(=O)COC(=O)C2CC3C=CC2C3)cc1 (centres undefined) | 13% | 8% | 12% | 40[activator]
O=C1C=CN2CCCC2CC1 (centres undefined) | 5% | 1% | 1% | 9
C[C@H](CO)N1C[C@H](C)[C@@H](CN(C)S(=O)(=O)c2ccc(F)cc2)Oc2ccc(NC(=O)c3ccncc3)cc2C1=O | 1% | 1% | 7% | -22
C[C@@H]1CN([C@@H](C)CO)C(=O)c2cc(NS(=O)(=O)c3cccs3)ccc2O[C@H]1CN(C)Cc1ccc(C(F)(F)F)cc1 | -11% | -3% | -32% | 4
Cc1cccc(N2CCN(C(=O)c3ccc(S(=O)(=O)N(C)c4ccccc4)cc3)CC2)c1C | 10% | -2% | -94% | -10
COc1cc2c(cc1OC)C(=O)N1[C@H]3c4cc(C)ccc4OC[C@@H]3[C@H](c3ccccc3)[C@]1(C)C(=O)N2 | 4% | 0% | -53% | -7
O=C(NNC(=O)c1nc2ccccc2[nH]1)OCc1ccccc1 | 2% | -1% | -17% | ?
CCCCCCSc1ccc(-c2nc3ccc(Cl)cn3c2NC2CCCCC2)cc1 | 5% | 1% | -3% | -12
O=C(C[C@H]1C/C=C\C[C@@H](Cc2ccc(F)cc2)C(=O)O[C@@H](c2ccccc2)CNC1=O)N[C@@H](CO)Cc1ccccc1 | 4% | 0% | -8% | 0
COC(=O)[C@]1(C)N[C@H](CN(C)C(C)=O)[C@@H]2C(=O)N(Cc3ccccc3)C(=O)[C@@H]21 | 2% | 0% | 14% | ?
O=C(O)CC(NS(=O)(=O)c1ccc2c(c1)OCCO2)c1ccccc1[N+](=O)[O-] (centres undefined) | 15% | 2% | -49% | 0
C[C@H](CO)N1C[C@H](C)[C@@H](CN(C)C(=O)Nc2ccc(C(F)(F)F)cc2)Oc2c(NS(=O)(=O)c3cn(C)cn3)cccc2C1=O | -2% | 3% | -15% | 1
N#Cc1ccccc1OCC(=O)NC1CCCCC1 | ? | ? | ? | -6
O=S(=O)(c1cccc(-c2n[nH]c(=S)n2-c2ccccc2Cl)c1)N1CCOCC1 | 20% | 13% | 32% | -1
Cc1ccccc1SCC(=O)OCC(=O)NCc1ccccc1 | -3% | -4% | -7% | -10
CC(C)NC(=O)Nc1ccc2c(c1)CC(=O)N([C@@H](C)CO)C[C@H](C)[C@@H](CN(C)C(=O)NC1CCCCC1)O2 | 4% | 3% | 6% | -5
CC1CC(=O)Nc2ccccc2N1C(=O)CSc1ccc2ccccc2n1 (centres undefined) | -6% | -4% | -58% | 7
O=C(NCC1CC1)c1cccc2c1C(=O)c1ccc(-c3ccc(OC(F)(F)F)cc3)cc1S2(=O)=O | -4% | ? | 8% | 12
Cc1ccc(S(=O)(=O)N2C[C@@H]3[C@H]4CC[C@H](C4)[C@@H]3[C@@H](C)[C@@H]2c2cccn2Cc2ccccc2)cc1 | 15% | -4% | 1% | 12
CCN1C[C@@H]2[C@@H]3C(=O)N(C)C(=O)[C@@H]3[C@](Cc3ccccc3)(C(=O)OC)N2C1=NC1CCCCC1 | 2% | -4% | 0% | -4
CC(=O)Nc1ccc(NC(=O)CSc2nc3ccccc3c(=O)n2CCCN2CCOCC2)cc1 | 8% | 3% | -22% | 8

Compound profiles, from the list above. Screens in order: p53 reactivator | ELG1 genotoxic | BRCA1 expr act | Giardia killer
Results for CC(=O)Nc1ccc(NC(=O)CSc2nc3ccccc3c(=O)n2CCCN2CCOCC2)cc1 → 8% | 3% | -22% | 8
Results for O=C(O)CC(NS(=O)(=O)c1ccc2c(c1)OCCO2)c1ccccc1[N+](=O)[O-] (centres undefined) → 15% | 2% | -49% | 0
